Screens deposited in PubChem BioAssay by several laboratories.
AHR activator = human AHR activation. AHR-responsive luciferase reporter cells, luminescence. activation, % at 5 µM. actives 2.5% (n = 320,000); in the data active = activation above about 47%;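 note: 0% = vehicle wells and 100% = reference agonist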
proCasp7 act = counter-screen: procaspase-7 (human) activation; P55210; recombinant procaspase-7, Ac-DEVD-pNA absorbance 405 nm; D23A/D198A/D206A triple mutant, cannot self-cleave; scale: DMSO 0, 5 µM enzyme 100; activation, % at 8.5 µM; actives 0.093% (n = 330,000); AID 463210;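 active = percent activation above the screen-wide mean plus 3 SD, cut at about 25% in these data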
Target sequence (P55210 whole entry D23A/D198A/D206A): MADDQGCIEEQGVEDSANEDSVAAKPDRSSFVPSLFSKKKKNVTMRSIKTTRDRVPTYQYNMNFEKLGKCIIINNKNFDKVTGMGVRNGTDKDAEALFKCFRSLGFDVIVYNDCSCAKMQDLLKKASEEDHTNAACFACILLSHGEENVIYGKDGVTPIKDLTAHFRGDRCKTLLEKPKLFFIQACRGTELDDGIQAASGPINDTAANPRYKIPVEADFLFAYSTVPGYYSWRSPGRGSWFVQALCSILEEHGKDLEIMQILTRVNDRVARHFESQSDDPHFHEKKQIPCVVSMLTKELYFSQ
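System: Uncleavable procaspase-7 mutant enzyme; Amount: 2 µM procaspase-7 mutant as dispensed; Schedule: 1 h compound preincubation, 2 h substrate cleavage, 25 °C; Measured by: 405 nm absorbance of p-nitroaniline; Evaluation: percent activation from buffer-corrected 0–120 min absorbance change; Control set: low DMSO alone, high DMSO plus 5 µM PC-7.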
CIT2-GFP yeast = alters CIT2-GFP fluorescence in TOR pathway yeast screen. actives 0.065% (n = 320,000). GFP response vs DMSO, % at 10 µM. S. cerevisiae CIT2-GFP strain, flow cytometry, 3 h; 100 means same as DMSO wells;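 active = GFP response relative to DMSO above a set limit, near the screen mean plus 3 SD, cut at about 150% in these data; inconclusive = Fewer than 70 cells measured for a yeast strain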;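 note: ratio of well median GFP fluorescence to mean of DMSO wells on the plate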
LAP4 TOR yeast = modulators of TOR pathway LAP4-GFP in S. cerevisiae | GFP response vs DMSO, % at 10 µM | S. cerevisiae LAP4-GFP multiplex, flow cytometry GFP, 3 h; median GFP as percent of DMSO wells | actives 0.34% (n = 320,000) | AID 2023;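 active = GFP response vs DMSO above a set limit, about the screen mean plus 3 SD, cut at about 150% in these data; inconclusive = under 70 cell events counted for the yeast strain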
RPL19A-GFP yeast = modulators of TOR pathway RPL19A-GFP in S. cerevisiae; S. cerevisiae RPL19A-GFP strain, flow cytometry, 3 h; active compounds read low; percent response vs DMSO, % at 10 µM; actives 0.3% (n = 330,000);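 active = percent response vs DMSO below 50%; inconclusive = fewer than 70 events counted for the yeast strain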;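 note: median channel GFP fluorescence of the barcoded RPL19A-GFP strain; ratio of sample median GFP to plate DMSO average so 100% = DMSO; lower means less RPL19A-GFP as with rapamycin TOR inhibition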
MEP2 TOR yeast = yeast TOR pathway MEP2-GFP modulation; S. cerevisiae MEP2-GFP strain, flow cytometry GFP, 3 h; 100% = DMSO control level; GFP response vs DMSO, % at 10 µM; actives 0.51% (n = 330,000); AID 2016;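 active = GFP response versus DMSO above a set limit, roughly screen mean plus 3 SD, cut at about 180% in these data; inconclusive = fewer than 70 cells counted for a yeast strain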;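 note: median GFP fluorescence of the barcode-gated MEP2-GFP cells per well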
procasp3 activ = activates human procaspase-3. P42574. recombinant procaspase-3 D3A, Ac-DEVD-pNA absorbance 405 nm. activation, % at 8.5 µM. actives 0.11% (n = 330,000);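 active = activation above the mean of all tested compounds plus 3 SD, cut at about 21% in these data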;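 note: 0% = DMSO alone and 100% = DMSO wells spiked with extra 5 µM PC-3 D3A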
Target sequence (P42574 whole entry D9A/D28A/D175A): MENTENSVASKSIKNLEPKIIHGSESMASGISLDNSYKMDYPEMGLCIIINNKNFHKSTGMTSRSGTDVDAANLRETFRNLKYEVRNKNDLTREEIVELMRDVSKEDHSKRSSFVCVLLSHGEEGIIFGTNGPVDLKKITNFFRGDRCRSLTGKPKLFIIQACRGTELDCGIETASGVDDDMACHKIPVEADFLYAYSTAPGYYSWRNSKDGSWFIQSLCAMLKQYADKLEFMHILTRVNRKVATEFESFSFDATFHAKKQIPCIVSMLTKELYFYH
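material = Procaspase-3 D3A mutant | probe or stimulus = Ac-DEVD-pNA | compound = single dose, 8.5 µM nominal compound, 0.8% DMSO | timing = 1 h preincubation, 2 h reaction | measured by = 405 nm absorbance of p-nitroaniline, reads at 0 and 120 min | benchmarks = DMSO-only low control, 5 µM PC-3 D3A high control | repeats = singlicate, each compound tested once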
AGP1-GFP MLPCN = alters AGP1-GFP fluorescence in TOR pathway yeast screen; S. cerevisiae AGP1-GFP multiplex flow cytometry, 3 h; GFP as percent of DMSO wells; GFP response vs DMSO, % at 10 µM; actives 0.02% (n = 320,000);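 active = GFP response relative to DMSO above a set limit, near screen average plus 3 SD, cut at about 150% in these data; inconclusive = fewer than 70 cells counted for the yeast strain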;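 note: median GFP channel fluorescence of the gated AGP1 strain per well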
Numbers without * were called inactive; ? = inconclusive; . = no result given.

SMILES	AHR activator	proCasp7 act	CIT2-GFP yeast	LAP4 TOR yeast	RPL19A-GFP yeast	MEP2 TOR yeast	procasp3 activ	AGP1-GFP MLPCN
Cc1cc(C(=O)C(C)OC(=O)C2=NNC(=O)CC2)c(C)n1-c1ccc(OC(F)F)cc1 (stereo unspecified)	2	2	98	92	90	101	-2	92
CCOC(=O)CSc1nc(N)nc(C)c1Cl	1	2	102	100	98	103	-4	102
CNC(=O)COc1ccccc1C(=O)Nc1ccc2c(c1)oc1ccccc12	-2	-1	104	104	103	111	0	101
CCCn1nnc2ccccc2c1=O	-1	2	105	93	102	103	-3	103
CCSc1nnc(-c2ccc(OC)cc2)o1	-4	16	93	95	88	95	9	89
C=C1SC(Nc2c(C)cc(C)cc2C)=NC12CCCCC2	2	-3	118	106	98	89	0	116
CC(Oc1ccccc1)C(=O)NC1CCN(Cc2ccccc2)CC1 (stereo unspecified)	-1	1	99	107	100	99	6	92
CCOc1ccc(NC(=O)NC23CC4CC(CC(C4)C2)C3)cc1	10	-3	96	98	106	95	-2	96
O=C(O)c1cccc(S(=O)(=O)N(Cc2ccccc2)c2ccc(Cl)cc2)c1	6	-13	78	92	103	95	3	82
C=CCn1c(SCC(=O)NC2CCCC2)nnc1-c1cccnc1	0	-6	103	89	102	98	2	100
CC1=C(C)CC(C(=O)Nc2nc(-c3ccc(F)cc3)c(C)s2)C(C(=O)O)C1 (stereo unspecified)	8	-6	101	95	106	98	3	105
CCc1ccc(NC(=O)CSc2ccc(-c3ccco3)nn2)cc1	5	9	93	108	99	96	-2	102
COc1ccc(/C=C/c2c(-c3ccccc3OC)sc3ccccc23)cc1OC	18	8	91	113	96	101	-8	101
O=S(=O)(NC(=NC1CCCCC1)c1ccccc1)c1ccc(F)cc1	-3	-1	107	102	100	98	0	106
COc1ccc(CCn2c(C)c(C(C)=O)c(C(C)=O)c2C)cc1OC	0	1	97	96	97	97	7	101
O=C1C2CC=CCC2C(=O)N1c1ccc(Cc2ccncc2)cc1 (stereo unspecified)	3	5	.	91	102	101	2	103
CC(C)(C)c1ccc(S(=O)(=O)n2c(CN3CCOCC3)nc3ccccc32)cc1	8	1	97	100	104	104	1	102
C=CCc1cccc(CNc2nc3ccccc3n2C)c1O	10	7	96	85	100	91	-1	100
COC(=O)c1cccc(NC(=O)c2ccc3c(c2)C(=O)N(CC2CCCO2)C3=O)c1 (stereo unspecified)	5	-4	97	107	103	99	-7	105
CC(CN1CCN(C)CC1)OC(=O)c1cccc(F)c1 (stereo unspecified)	1	2	98	96	105	110	-1	91
COc1ccccc1CNC(=O)COc1ccc([N+](=O)[O-])cc1	3	0	.	88	90	104	-2	89
O=C(CCc1nc2ccccc2c(=O)[nH]1)OCc1ccc(Cl)cc1Cl	1	-4	100	97	103	102	0	97
O=C(Nc1cccc(-c2cn3cccnc3n2)c1)c1ccc(Br)o1	72*	-7	93	101	101	104	11	97
N#Cc1cccnc1N1CCN(C(=O)c2ccc3c(c2)S(=O)(=O)c2ccccc2C3=O)CC1	1	3	89	106	98	90	2	86
O=C1Nc2ccccc2CCC1Sc1nnc(-c2ccc(Cl)cc2)s1 (stereo unspecified)	1	-5	114	115	112	110	-4	116
O=C(Oc1ccc(/C=N/Nc2ccccc2)cc1)c1ccccc1	24	5	99	98	99	102	8	97
CNC(=O)c1c(NC(=O)c2ccc(S(=O)(=O)N3CCCC3)cc2)sc2c1CCN(C(C)C)C2	3	-32	106	138	101	103	7	113
CCn1c(C2CCN(Cc3ccccc3)CC2)n[nH]c1=S	-1	-4	108	104	100	98	-1	108
CCCC(=O)C1=C(O)C(C(=O)OC)C(C)(C)CC1=NC(C)(C)C (stereo unspecified)	-3	5	99	87	88	90	-7	87
COc1cccc(Cn2c(=O)c3ccccc3n3nc(C)cc23)c1	-1	-2	93	107	102	95	7	105

Given with values under each structure: five of the compounds above
Order of results: AHR activator | proCasp7 act | CIT2-GFP yeast | LAP4 TOR yeast | RPL19A-GFP yeast | MEP2 TOR yeast | procasp3 activ | AGP1-GFP MLPCN
- O=C1Nc2ccccc2CCC1Sc1nnc(-c2ccc(Cl)cc2)s1 (stereo unspecified)
    1 | -5 | 114 | 115 | 112 | 110 | -4 | 116
- O=C(Oc1ccc(/C=N/Nc2ccccc2)cc1)c1ccccc1
    24 | 5 | 99 | 98 | 99 | 102 | 8 | 97
- CNC(=O)c1c(NC(=O)c2ccc(S(=O)(=O)N3CCCC3)cc2)sc2c1CCN(C(C)C)C2
    3 | -32 | 106 | 138 | 101 | 103 | 7 | 113
- CCn1c(C2CCN(Cc3ccccc3)CC2)n[nH]c1=S
    -1 | -4 | 108 | 104 | 100 | 98 | -1 | 108
- CCCC(=O)C1=C(O)C(C(=O)OC)C(C)(C)CC1=NC(C)(C)C (stereo unspecified)
    -3 | 5 | 99 | 87 | 88 | 90 | -7 | 87

(next part)
SMILES	AHR activator	proCasp7 act	CIT2-GFP yeast	LAP4 TOR yeast	RPL19A-GFP yeast	MEP2 TOR yeast	procasp3 activ	AGP1-GFP MLPCN
O=C(CSc1nnc(Cc2cccs2)n1Cc1ccco1)Nc1cc(Cl)cc(Cl)c1	5	7	86	103	93	94	-2	96
COc1cc(Br)c(C(C)NC(=O)c2ccccc2)cc1OC (stereo unspecified)	0	12	96	96	98	91	7	99
CCCc1nnc(NC(=O)c2cc3ccccc3oc2=O)s1	-3	7	92	88	89	92	0	84
CC(=O)c1ccc(OCCCC(=O)Nc2cccc(S(=O)(=O)N(C)C)c2)cc1	1	2	105	97	102	113	0	101
COc1ccc(CNC(=O)C2CCN(S(=O)(=O)c3ccc4c(c3)C(C)(C)C(=O)N4C)CC2)cc1	4	-13	106	100	99	104	-1	104
CCOC(=O)c1c(CSc2ccccc2)n(C)c2ccc(O)c(CN3CCN(C)CC3)c12	5	3	103	98	95	96	10	102
O=C(Nc1ccccc1Cl)c1ccc(S(=O)(=O)N2CCOCC2)cc1	-2	7	100	102	98	102	5	101
Cn1c(SCC(=O)NC(C)(C)C)nnc1-c1ccc(C(C)(C)C)cc1	8	7	101	98	96	99	-2	102
Cc1cc(C)n2cc(CSc3ncccc3C(=O)O)nc2n1	5	8	98	100	103	102	-7	100
O=C(NCCCN1CCOCC1)C1CCC(=O)N1C1CCCCC1 (stereo unspecified)	-1	-2	106	92	100	106	2	103
Cc1cc(C)nc(NS(=O)(=O)c2ccc(NC(=O)COc3ccccc3F)cc2)n1	0	7	100	104	99	102	0	102
CCS(CC)=NS(=O)(=O)c1ccc(NC(C)=O)cc1	-1	2	100	91	100	101	11	89
O=C(CCc1ccccc1)NNC(=S)NC(=O)c1ccc(Cl)cc1	10	-12	105	105	98	107	-3	103
Nc1nnnn1/N=C/c1ccc(O)cc1	-1	6	109	89	94	94	-3	98
O=C(Nc1cccc(N2CCCC2)c1)c1cccs1	88*	6	99	128	106	114	-6	101
CC(C)(O)C#Cc1ccc(C(=O)N2CCC(CCC(=O)NC3CC3)CC2)cc1	.	.	101	70	112	96	.	92
Cn1c(C(C#N)C2=C(Cl)C(=O)N(c3ccccc3)C2=O)nc2ccccc21 (stereo unspecified)	22	-4	96	95	96	94	-3	102
CC1CC(C)CN(CCCNC(=O)c2ccc3nc(N4CCOCC4)sc3c2)C1 (stereo unspecified)	7	0	96	102	98	107	-2	101
O=C(Cc1ccc(Cl)cc1)Nc1cccc(S(=O)(=O)N2CCCCC2)c1	0	16	96	110	101	104	2	103
O=C(Cc1cccs1)Nc1nc2c(ccc3ccccc32)s1	60*	-4	95	99	102	103	-9	93
COc1ccc(N=C2O/C(=C/c3sc(=S)n(CC4CCCO4)c3O)N=C2C#N)cc1 (stereo unspecified)	3	-14	98	107	96	96	-11	98
CCCCN(C)C(=O)c1nc2ccccn2c1CN1CCN(C(=O)c2cccs2)CC1	4	-1	118	96	120	115	0	107
CCOC(=O)c1sc(NC(=O)CSc2nc(-c3ccco3)cc(C(F)(F)F)n2)c(C(=O)OC)c1C	-2	15	103	93	96	101	-3	102
Cc1ccc(C)c(CN2CCC(CNC(=O)Nc3ccc(F)c(Cl)c3)CC2)c1	0	1	97	113	106	110	7	101
Cc1noc(NS(=O)(=O)c2ccc(N/C=C\C(=O)c3ccc(Br)cc3)cc2)c1C	3	-1	98	98	103	96	-3	103
Cc1ccc(CNCCCSc2nc(C)cc(C)n2)cc1	1	14	93	82	94	101	6	90
COc1ccc(-c2nc3c(c(=O)n(C)c(=O)n3C)n2CC2CC(c3ccccc3)=NO2)cc1OC (stereo unspecified)	0	1	98	96	92	94	-2	92
O=C(CCCn1c(SCC(=O)c2ccc(Cl)cc2)nc2ccccc2c1=O)NCc1ccco1	-5	0	?	?	?	?	1	?
Cc1ccc(CNC(=O)/C=C/c2ccccc2Cl)cc1	0	6	93	113	101	100	7	97
CC(C)c1nc(CNC(=O)CC2C(=O)NCCN2Cc2ccc(F)cc2Cl)cs1 (stereo unspecified)	-2	5	105	108	117	113	-1	111
CCc1cccc(NC(=O)Cn2c3[n+](c4ccc(C(F)(F)F)cc42)CCCCC3)c1	-5	0	97	98	100	105	3	99
CCn1c(SCc2ccc([N+](=O)[O-])cc2)nnc1C(C)NC(=O)c1ccc(C)cc1 (stereo unspecified)	-1	-2	103	101	104	106	3	104
Cc1ccc(NC(=O)CN(C)C(=S)NC2CC2)cc1	0	4	90	94	94	99	7	89
Cc1ccnc2nc(C(=O)OCC(=O)Nc3ccc4c(c3)OCCO4)nn12	0	1	114	93	100	100	-5	100
CC(C)Cc1nnc(NC(=O)c2ccc3c(=O)n4c(nc3c2)CCC4)s1	0	-3	102	106	108	115	3	109
Cc1ccc(NC(=O)C(=O)NCCCN2CC(C(=O)O)CC2=O)cc1 (stereo unspecified)	1	4	102	100	101	103	-4	104
Cc1ccc(NC(=O)Cc2ccccc2)cc1S(=O)(=O)N1CCOCC1	1	0	87	96	101	97	0	92
CN(C(=O)c1cccc(C(F)(F)F)c1)C1CCCc2ccccc21 (stereo unspecified)	1	-9	94	99	98	100	0	96
CCCCOC(=O)c1ccc(NC(=O)C(=O)NCc2ccco2)cc1	2	-5	97	110	96	102	-3	109
CC1CC(C)CN(CC(=O)N2CCOCC2)C1 (stereo unspecified)	-1	1	92	104	96	96	6	103
COc1ccc(-c2oc3ncn(CCN4CCOCC4)c(=N)c3c2-c2ccc(OC)cc2)cc1	-4	2	90	74	95	90	5	108
c1ccc(N2CCN(c3ccccc3)C2c2ccncc2)cc1	2	10	100	98	101	103	1	102
Cc1n[nH]c(=O)c2c(NC(=O)CSc3cc(Cl)ccc3Cl)oc(C)c12	2	8	98	93	96	96	2	94
COc1ccc(/C=C/C(=O)Nc2ccc3c(c2)OCCO3)cc1OC	0	-4	104	99	100	101	6	100
CCCc1[nH]n(-c2ccc(F)cc2)c(=O)c1C=Nc1ccc(C)cc1	14	6	97	104	95	93	-5	102
O=C(c1cc(S(=O)(=O)N2CCOCC2)ccc1F)N1CCc2ccccc21	21	-1	96	103	104	100	7	97
COC(=O)C1CCN(CC(=O)Nc2ccc3c(c2)OCCO3)CC1	0	1	105	101	97	96	13	104
O=C(NC(NC(=O)c1ccccc1)C(=O)c1ccccc1)c1ccccc1	1	8	95	94	92	96	4	92
Cc1cccc(CN2CCCC(C(=O)c3ccc4c5c(cccc35)CC4)C2)n1 (stereo unspecified)	18	-2	99	112	98	101	-1	106
